Tn7 DDE FP – inhibitors of Tn7 peptide binding to fibrin DD(E), primary screen, biochemical, fluorescence polarization, human fibrin, Tn7 probe. Fibrinogen beta chain (Homo sapiens), P02675. FP displacement of FITC-Tn7 peptide from fibrin DD(E); 0% = median of compound wells per plate. inhibition, % at 8.3 µM. actives 0.13% (n = 370,000). AID 720508, 2013;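 active = inhibition above the mean of compounds falling within the control limits plus 3 SD of them, cut at about 14% in these data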;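 also: 0% = plate median of compound wells and 100% = 10 µM Aha-Tn7 peptide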
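Test system: human clot-derived fibrin DD(E) complex / Quantity: 2 µM final DD(E) protein / Incubation: 10 min plus 3 h, room temperature / Measured by: fluorescence polarization / Benchmarks: high control of 10 µM Aha-Tn7 peptide / Replicates: singlicate testing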
MBD2 DNA inh – inhibitors of MBD2 binding to methylated DNA, primary screen, biochemical, TR-FRET, DNA-binding domain, human. Methyl-CpG-binding domain protein 2 (Homo sapiens), Q9UBB5. MBD2 binding to methylated oligonucleotide. inhibition, % at 4.4 µM. actives 0.31% (n = 370,000); in the data active = inhibition above about 13%
SIAE inh – human SIAE inhibitors, primary screen, biochemical, fluorescence polarization, FP-Rh probe, 1536-well HTS; actives 0.69% (n = 370,000); AID 1053197, 2014; Sialate O-acetylesterase (Homo sapiens), Q9HAT2; SIAE FP-Rh probe binding; inhibition, % at 9.66 µM;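 active = inhibition above a cutoff: mean of compounds within the control limits plus 3 SD of those, cut at about 17% in these data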;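 also: 0% = plate median of compound wells and 100% = probe without SIAE protein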
Tn6 DDE FP – inhibitors of Tn6 peptide binding to fibrin DD(E), primary screen, biochemical, fluorescence polarization, human fibrin, Tn6 probe; Fibrin DD(E) TRITC-Tn6 fluorescence polarization displacement; inhibition, % at 8.3 µM; actives 0.21% (n = 370,000); AID 720509, 2013;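 active = inhibition above a per-campaign cutoff: mean of compounds within control limits plus 3 SD, cut at about 15% in these data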;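 also: 0% = median of all compound wells on the plate and 100% = blocking peptide control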
PRMT1 inh – PRMT1 methyltransferase inhibitors, primary screen, biochemical, fluorescence polarization; Protein arginine N-methyltransferase 1 (Homo sapiens), Q99873; recombinant PRMT1, activity-based probe fluorescence polarization; inhibition, % at 2.79 µM; actives 1.3% (n = 370,000);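 active = inhibition above about 21% made by adding two undisclosed values, limit read from the data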
TDP2 absorb – human TDP2 enzyme inhibitors, primary screen, biochemical, epi absorbance, recombinant enzyme; actives 0.34% (n = 370,000); T5PNP hydrolysis, p-nitrophenol absorbance 415 nm; inhibition, % at 12.8 µM; Tyrosyl-DNA phosphodiesterase 2 (Homo sapiens), O95551;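 active = inhibition above the mean of all tested compounds plus 3 SD, set per campaign, cut at about 25% in these data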;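 also: 0% = DMSO with enzyme and 100% = buffer with substrate but no TDP2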
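Test system: human TDP2 enzyme; Input: 120 nM TDP2 per well; Buffer or medium: Mg2+-containing Tris-HCl buffer, pH 7.5; Reagent: 5 mM T5PNP; Dosing: 12.8 µM single point, 1% DMSO; Incubation: reaction 2 h, 37 °C; Detection: p-Nitrophenol epi absorbance; Read-out: % inhibition relative to enzyme-containing and enzyme-free wells; Replicates: single well per compound.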
LEDGF integ inh – blockers of LEDGF/p75-dependent integrase strand transfer – biochemical, TR-FRET, high throughput, primary screen; HIV-1 integrase (with human LEDGF/p75); TR-FRET IN-LEDGF/p75 DNA integration, Eu/Cy5; inhibition, % at 3.7 µM; actives 0.64% (n = 370,000);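 active = inhibition above the screen-wide mean plus 3 SD, cut at about 13% in these data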;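 also: signal is the Cy5 over europium emission ratio at 671 and 618 nm; 0% = plate median of compound wells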
proKLK7 act – proKLK7 zymogen activators, primary screen, biochemical, fluorescence intensity; actives 0.9% (n = 370,000); purified proKLK7, EDANS-DABCYL substrate fluorescence; 100% is mature enzyme control, 0% vehicle; AID 652039, 2013; activation, % at 7 µM; Kallikrein-7 (Homo sapiens), P49862;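 active = activation above the mean of all tested compounds plus 3 SD, computed per campaign excluding outliers beyond control limits, cut at about 13% in these data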
TCR-CD3 inh – inhibitors of human TCR-CD3 interaction, primary screen, biochemical, fluorescence, TAMRA-labeled TCR probe. T-cell receptor (TCR). inhibition, % at 9.4 µM. actives 0.37% (n = 360,000). AID 651800, 2012; in the data active = inhibition above about 19%;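 also: recombinant mutant TCR 2C K166C tagged with TAMRA read by polarization; 0% = receptor in buffer alone and 100% = receptor with positive control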
UHRF1 MBD2 ctr – UHRF1 methylated DNA binding inhibitors, primary screen, counter-screen for MBD2 inhibitor project, biochemical, TR-FRET, human UHRF1, single concentration. E3 ubiquitin-protein ligase UHRF1 (Homo sapiens), Q96T88. UHRF1 binding to methylated oligo. inhibition, % at 4.4 µM. actives 0.75% (n = 370,000); in the data active = inhibition above about 21%;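 also: UHRF1 SRA domain binding a hemimethylated CpG hairpin DNA probe; 0% = median of test compound wells and 100% = reference inhibitor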
Target sequence (Q96T88 whole entry, looked up, the tested form may be a part): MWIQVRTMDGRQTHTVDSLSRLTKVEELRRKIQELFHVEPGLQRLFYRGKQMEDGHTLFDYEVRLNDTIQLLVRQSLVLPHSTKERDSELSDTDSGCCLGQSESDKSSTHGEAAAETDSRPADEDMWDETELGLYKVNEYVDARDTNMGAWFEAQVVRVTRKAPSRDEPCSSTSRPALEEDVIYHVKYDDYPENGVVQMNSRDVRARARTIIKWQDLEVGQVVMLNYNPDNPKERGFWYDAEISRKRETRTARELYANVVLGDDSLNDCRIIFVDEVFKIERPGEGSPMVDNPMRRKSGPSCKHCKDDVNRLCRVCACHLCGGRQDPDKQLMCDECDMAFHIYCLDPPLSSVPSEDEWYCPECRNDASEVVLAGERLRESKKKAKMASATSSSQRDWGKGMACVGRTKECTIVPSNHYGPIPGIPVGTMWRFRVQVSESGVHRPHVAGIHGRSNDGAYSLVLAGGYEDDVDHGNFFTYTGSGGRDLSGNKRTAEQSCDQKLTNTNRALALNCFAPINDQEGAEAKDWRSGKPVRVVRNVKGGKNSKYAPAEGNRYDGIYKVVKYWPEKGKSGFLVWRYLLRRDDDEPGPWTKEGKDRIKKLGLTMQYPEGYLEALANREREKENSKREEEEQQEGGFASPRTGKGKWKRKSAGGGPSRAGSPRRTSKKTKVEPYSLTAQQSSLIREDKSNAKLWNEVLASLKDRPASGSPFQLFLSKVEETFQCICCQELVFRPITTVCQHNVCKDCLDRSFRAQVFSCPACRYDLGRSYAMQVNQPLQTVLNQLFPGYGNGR
Starred values were filed as active, the others as inactive.

SMILES	Tn7 DDE FP	MBD2 DNA inh	SIAE inh	Tn6 DDE FP	PRMT1 inh	TDP2 absorb	LEDGF integ inh	proKLK7 act	TCR-CD3 inh	UHRF1 MBD2 ctr
CCOC(=O)c1c(-c2ccc(N(C)C)cc2)oc2c1C(OC)CC2 (stereo not drawn)	1.5	-0.9	2.5	0.9	0.6	0.1	-8.3	-29.9	7.0	-0.6
COc1ccc(S(=O)(=O)N2CCOCC2)cc1NC(=O)CN1C(=O)CN(C)C1=O	-6.1	-1.1	4.8	-1.6	-2.3	3.0	3.7	0.0	-3.9	-2.2
Cc1ccc(C(=O)N2CCN(c3ccc(NC(=O)c4cccnc4Cl)cc3)CC2)cc1	4.4	0.7	2.1	-0.8	5.1	-11.6	-3.5	-0.2	-2.8	-0.8
COc1ccc(CN(C(=O)c2ccc(-c3ccccc3)[nH]2)C(C(=O)NCC2CCCO2)c2ccc(C)o2)cc1 (stereo not drawn)	-4.2	-2.7	-9.7	-7.6	6.0	-2.5	2.9	-1.2	1.1	-3.5
Cc1ccc(Cc2c(C3CCCCC3)nc3ccc(Br)cn23)cc1	1.7	7.2	7.2	-7.6	1.3	7.8	-1.5	-0.1	8.4	14.6
CSCCC1NC(=S)N(Cc2ccccc2)C1=O (stereo not drawn)	-5.0	-4.3	-1.0	6.5	1.3	-8.4	2.1	-0.4	10.1	0.2
COc1ccc(Nc2ncc(F)c(N3CCOCC3)n2)cc1	-4.0	-0.1	4.9	-2.7	0.8	7.2	-2.0	0.5	-9.5	1.1
COc1ccc(S(=O)(=O)N2CCCOC2CNC(=O)C(=O)NCc2ccccc2F)cc1C (stereo not drawn)	-0.7	-6.6	7.1	-5.8	1.5	7.4	3.8	0.1	1.5	0.4
O=C(COC(=O)c1ccc(S(=O)(=O)NCc2ccco2)cc1)NC1CCCCC1	5.8	-4.9	-2.6	8.1	-1.3	-12.1	-1.6	-0.8	4.4	-1.9
O=C(C1COc2ccccc2O1)N1CCN(c2ccccc2Cl)CC1 (stereo not drawn)	5.4	2.9	-4.9	-4.6	0.7	1.1	-5.3	-0.8	0.3	0.3
COC(=O)c1cc(Cl)c(NC(=O)Cc2ccccc2)cc1OC	-9.9	2.3	-4.3	-2.7	5.0	-6.6	-1.3	-0.2	-1.0	0.0
CC1CN=C(NC2CCCCC2C)S1 (stereo not drawn)	-2.0	0.8	-1.9	1.8	1.3	-4.5	0.9	-0.4	1.3	3.2
CC1CCCCN1CCCNC(=O)CN1C(=O)c2cccnc2Oc2ccccc21 (stereo not drawn)	-2.8	-6.3	0.7	-0.8	-4.9	-11.2	1.4	-0.2	2.2	-2.5
Nc1cc(C(F)(F)F)ccc1OCC1CCCO1 (stereo not drawn)	2.1	-4.1	0.2	-6.2	-1.7	3.6	4.5	0.4	4.4	0.2
N=c1sccn1CC(=O)Nc1cc(Cl)ccc1[N+](=O)[O-]	-1.8	5.7	-3.7	4.4	2.8	-3.9	-3.5	0.5	7.5	-1.9
OCCNCc1cccc2ccccc12	-2.4	2.7	0.9	15.1	-0.1	7.0	0.2	0.1	3.6	10.2
O=C(COC(=O)CNC(=O)c1ccccc1F)Nc1ccc2c(c1)OCO2	0.9	1.1	2.3	-1.9	3.7	-1.0	-2.7	-0.5	2.2	-1.5
CCOc1ccc(NC(=S)NS(=O)(=O)c2cc(Br)ccc2OCC)cc1	1.6	0.7	1.3	-2.6	0.8	2.0	-3.7	0.5	1.7	-1.5
CN1CCN(C(=O)c2cccc(S(=O)(=O)N3CCCCC3)c2)CC1	2.1	-4.6	-0.1	-1.3	0.4	-18.1	4.5	0.3	-5.4	3.2
O=C(O)CCC(=O)Nc1ccc(S(=O)(=O)N2CCCC2)cc1	0.6	3.7	-0.2	-1.9	1.1	-4.0	1.9	-0.4	-5.0	5.8
CS(=O)(=O)N1CCC(NC(=O)Nc2ccc(OC(F)(F)F)cc2)CC1	4.5	7.4	5.9	11.7	5.8	6.8	1.8	-0.2	-4.2	11.9
O=C1C(C=NCCCN2CCOCC2)=C(O)c2ccccc21	3.3	2.3	2.3	2.8	-1.7	11.8	-0.1	0.1	2.9	-2.0
Cc1cc(C(=O)Nc2ccon2)cs1	2.9	0.4	-5.8	1.9	5.0	-3.2	-8.0	-0.4	0.5	1.7
COCCNC(=O)CSc1cc(-c2ccccc2)c2ccc(OC)cc2n1	4.8	-3.7	-0.9	9.4	-4.4	13.1	-3.2	0.3	5.3	-3.8
COC(=O)c1cnc(N)s1	-0.5	5.1	0.9	1.6	3.9	6.8	2.5	0.0	10.3	23.4*
CCOC(=O)N1CCc2c(sc3c2c(=O)n(Cc2ccccc2)c(=O)n3Cc2cccc(C)c2)C1	-0.6	-0.8	-5.5	-7.0	3.9	1.4	-0.8	-0.7	-2.8	4.1
Cc1ccc(NC(=O)/C(C#N)=C/c2ccccc2C(F)(F)F)cc1	-2.7	5.2	6.7	0.2	-2.2	5.6	3.7	0.0	1.6	-2.9
Cc1ccc(C)c(CNC(=O)Nc2ccccc2)c1	3.1	8.2	3.7	-9.4	3.4	8.0	1.4	0.2	-0.3	-1.1
O=C(c1cnc2n(c1=O)CCS2)N(c1ccccc1)C1CCCCC1	-5.5	-1.3	7.1	-3.9	1.6	8.6	0.0	0.6	1.3	1.3
CN1CCN(C(=O)c2cnn(-c3ccccc3)c2NC(=O)c2ccc(Br)cc2)CC1	3.5	-5.1	6.6	-3.6	-3.4	0.3	4.8	-0.1	-2.9	1.8
CC1(C)OC(=O)C(=Cc2ccc(-c3ccc(Cl)c(C(=O)O)c3)o2)C(=O)O1	-4.4	4.5	0.8	-8.2	14.7	5.3	15.4*	0.5	6.4	34.6*
CC(=O)NC1(C(F)(F)F)C(=O)Nc2c1c(=O)[nH]c(=O)n2CCc1ccccc1 (stereo not drawn)	-6.9	-7.7	-2.1	0.5	-6.3	-5.7	-0.5	-0.6	6.7	-0.3
COc1c2occc2cc2ccc(=O)oc12	3.6	-1.5	-1.6	8.3	0.3	-1.0	-0.3	0.6	7.0	-2.9
CC1(C)CC(=O)C/C(=N\NC(=O)C2CC23CCC3)C1 (stereo not drawn)	4.5	-9.5	6.9	0.5	-2.8	8.6	4.4	-0.8	5.7	-3.9
Fc1cccc2sc(N3CCCCC3)nc12	0.6	8.9	3.9	-5.5	3.7	1.0	-1.6	-0.2	3.3	1.7
O=C(O/N=C1\CCS(=O)(=O)c2sccc21)c1c(F)cccc1F	9.3	7.0	-2.4	4.7	0.1	9.3	-0.6	-0.6	2.1	0.2
O=C(NCCCN1CCOCC1)c1cccnc1SCc1ccccc1Cl	6.1	0.9	-1.6	1.2	5.4	-6.0	-8.2	-0.7	-3.3	1.5
CC(C)CN(C(=O)COc1ccc([N+](=O)[O-])cc1)c1c(N)n(CC(C)C)c(=O)[nH]c1=O	-11.2	0.6	-5.5	-1.9	0.8	-0.8	1.1	0.3	5.6	0.2
Cc1ccc(NCc2nnc(SCC(=O)O)n2-c2ccc(C)cc2)cc1	1.6	3.3	2.9	1.2	0.0	8.2	-1.3	-0.2	-2.5	7.5
COc1cccc(C(=O)NNC(=O)c2cccnc2)c1	0.1	-4.5	4.5	-1.5	-7.4	14.6	5.0	0.8	4.4	-2.0
CCOc1ccc(C(=O)NC(=S)Nc2ccccc2OC)cc1[N+](=O)[O-]	5.9	3.2	-4.4	3.3	3.4	-0.1	-4.2	0.0	-8.5	3.5
CC1=C(Sc2nc3ccccc3[nH]2)C(=O)NC(C)(C)C1	-2.1	0.2	1.9	-4.0	-2.0	9.0	2.1	0.4	3.5	-3.4
CN1CCC2CC1c1cc(-c3ccc(C(F)(F)F)cc3)ccc12 (stereo not drawn)	-15.3	-5.0	-5.4	-3.7	-0.1	1.0	2.8	-0.1	4.3	-0.8
C/C(=N/NC(=O)c1cn(-c2cccc(C)n2)cn1)c1ccc(C)cc1	-2.9	-1.7	-5.9	-0.1	-0.8	-9.4	1.6	0.8	-0.7	18.5
CCC(C)NC(=O)c1cc2cc3ccc(OC)cc3nc2s1 (stereo not drawn)	-2.2	-7.7	-7.5	8.9	0.5	0.4	5.5	30.4*	-6.1	-3.2
COc1ccc(/C=N/NC(=O)c2ccc(NC(C)=O)cc2)cc1COc1ccc(F)cc1F	5.0	7.6	-31.4	-0.5	0.9	0.3	-7.4	-2.2	1.3	1.6
O=C(c1ccccc1)c1ccc(OCCn2cnc3ccccc3c2=O)cc1	9.8	1.6	-4.2	2.9	-1.5	8.3	-0.3	-0.1	3.3	1.1
O=C1C(Cl)=C(N2CCOCC2)C(=O)N1c1cccc(C(F)(F)F)c1	4.7	3.3	-0.8	-7.0	21.6*	18.5	1.6	0.2	-5.2	-1.5
Cc1c(Cl)cccc1NC(=O)COC(=O)c1c2c(nc3ccccc13)CCN(Cc1ccccc1)C2	-3.4	5.6	-12.2	-3.2	2.2	-6.3	-3.4	1.2	1.2	2.6
COc1cc(/C=C/C(=O)OCC(=O)NC(=O)NC(C)C)cc(OC)c1OC	2.7	0.5	-1.7	0.2	4.5	-6.8	-2.5	0.5	-4.4	2.3
